KCNK9 block – human KCNK9 channel inhibition; HEK293 KCNK9, FluxOR thallium flux fluorescence; active compounds read low; B-score at 10 µM; 310,000 compounds, 1.2% hits;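 active = ratio B-score over 3 SD below the library mean, with starting fluorescence within 5 SD of its mean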;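 note: negative B-score means less thallium flux so channel inhibition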
Target sequence (Q9NPC2 whole entry, looked up): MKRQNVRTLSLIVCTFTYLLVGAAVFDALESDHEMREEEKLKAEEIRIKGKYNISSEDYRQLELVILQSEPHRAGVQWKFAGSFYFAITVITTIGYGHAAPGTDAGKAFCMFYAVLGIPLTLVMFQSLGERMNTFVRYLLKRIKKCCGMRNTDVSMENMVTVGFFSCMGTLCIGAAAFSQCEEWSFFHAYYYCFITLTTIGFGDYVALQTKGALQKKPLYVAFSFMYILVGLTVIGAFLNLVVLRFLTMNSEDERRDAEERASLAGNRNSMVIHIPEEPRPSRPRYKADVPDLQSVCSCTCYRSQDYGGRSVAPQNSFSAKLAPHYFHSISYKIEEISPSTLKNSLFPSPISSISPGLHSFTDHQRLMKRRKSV
KCNK3 block – human KCNK3 channel inhibition, primary screen; AID 602410; B-score at 10 µM; O14649; CHO-KCNK3 thallium flux, FluxOR fluorescence; active compounds read low; 340,000 compounds, 0.84% hits;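 active = B-score under library mean minus 4 SD, starting fluorescence ratio at most library mean plus 5 SD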;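 note: more negative B-score means stronger inhibition of thallium flux through KCNK3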
KCNQ1 block – inhibitors of human KCNQ1 potassium channel; P51787; CHO-K1 KCNQ1, FluxOR thallium flux fluorescence; active compounds read high; B-score at 10 µM; 310,000 compounds, 1.3% hits; AID 2642;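 active = compounds whose thallium flux B-score, printed positive for inhibition, exceeds three library SD while starting fluorescence stays within three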;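 note: channel opened by potassium depolarization with thallium stimulus after 20 min compound exposure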
Target sequence (P51787 whole entry, looked up): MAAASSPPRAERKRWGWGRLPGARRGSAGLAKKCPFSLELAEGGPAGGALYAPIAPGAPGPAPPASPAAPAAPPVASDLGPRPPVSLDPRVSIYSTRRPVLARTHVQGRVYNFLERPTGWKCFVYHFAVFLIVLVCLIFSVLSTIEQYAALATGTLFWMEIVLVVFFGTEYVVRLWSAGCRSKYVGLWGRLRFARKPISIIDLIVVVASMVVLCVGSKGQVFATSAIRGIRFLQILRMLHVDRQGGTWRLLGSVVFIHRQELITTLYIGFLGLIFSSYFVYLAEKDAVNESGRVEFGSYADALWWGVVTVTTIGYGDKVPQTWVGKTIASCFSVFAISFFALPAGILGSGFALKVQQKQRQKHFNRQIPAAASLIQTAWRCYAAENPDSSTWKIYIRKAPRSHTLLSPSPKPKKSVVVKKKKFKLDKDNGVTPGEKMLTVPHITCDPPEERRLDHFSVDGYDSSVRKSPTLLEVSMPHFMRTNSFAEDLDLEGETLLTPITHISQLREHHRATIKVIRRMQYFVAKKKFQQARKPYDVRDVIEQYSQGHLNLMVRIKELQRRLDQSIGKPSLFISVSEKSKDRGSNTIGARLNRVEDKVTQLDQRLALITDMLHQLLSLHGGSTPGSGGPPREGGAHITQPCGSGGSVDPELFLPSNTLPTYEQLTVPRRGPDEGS
GSK3beta inhib – blocks human GSK3beta kinase activity; P49841; GST-GSK3beta kinase, ADP-Glo luminescence, 60 min; active compounds read low; activity score (negative = inhibition), % at 10 µM; 300,000 compounds, 0.038% hits;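 active = more than half of replicate wells score below -50%, meaning over 50% inhibition versus plate controls; inconclusive = some replicates but at most half score below -50%; inactive = no replicate scores below -50%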;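 note: 0% = median DMSO wells and -100% = median GW8510 positive control wells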
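Assay system: GST-fused GSK3beta enzyme, cell-free / Medium: Tris pH 7.5 buffer with MgCl2, DTT, BSA, heparin / Also added: peptide substrate plus 25 µM ATP (final) / Compound: 10 µM single point / Timing: kinase reaction with compound 60 min at room temperature / Detection: ADP-Glo luminescence / Benchmarks: DMSO neutral wells and GW8510 at 20 µM as positive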
HDAC3 inhib – blocks human histone deacetylase 3; inhibition, % at 8.3 µM; 320,000 compounds, 0.15% hits; O15379; AID 2718; recombinant HDAC3, fluorogenic peptide/trypsin coupled, fluorescence; in the data active = inhibition above about 26%, passing the limit was not always enough; inconclusive = no clear call, values can overlap the other calls
RGS4 act – RGS4 potentiation or activation; HEK293 M3R/inducible RGS4, carbachol calcium flux Fluo4; active compounds read low; B-score at 10 µM; 310,000 compounds, 0.92% hits; AID 463111;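 active = B-score of the integrated calcium signal more than 4 SD below the library mean, with starting fluorescence not abnormally high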;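 note: negative B-score means reduced calcium response which marks RGS4 activation or potentiation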
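Material: Inducible-RGS4 HEK293 cells carrying M3 receptor; also added: carbachol at ECmax as muscarinic agonist stimulus; incubation: compound preincubation 20 min at room temperature before agonist; signal: Fluo4-AM (2 µM) calcium-flux fluorescence, kinetic read; measure: integrated calcium ratio converted to B score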
KCNQ1 pot – potentiators or activators of human KCNQ1 potassium channel | AID 2648 | 310,000 compounds, 0.35% hits | B-score at 10 µM | CHO-K1 KCNQ1, thallium flux FluxOR fluorescence; active compounds read high | P51787;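 active = fluorescence ratio B-score, a plate-corrected score, at least three library SD, with initial intensity B-score within 5 SD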
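System: CHO-K1 cells stably expressing KCNQ1 / Medium: assay buffer for compound exposure, DMSO matched across wells / Reagent: thallium- and potassium-containing depolarizing buffer / Compound: one concentration, matched DMSO / Incubation: 20 min compound pretreatment at room temperature / Measured by: kinetic FluxOR fluorescence, 10 s baseline plus 110 s post-stimulus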
DYRK1A inh – inhibitors of rat Dyrk1A kinase | ADP-Glo luminescence, NFATc1 peptide | Q63470 | AID 504441 | inhibition, % at 12.5 µM | 310,000 compounds, 0.43% hits; in the data active = inhibition above about 50%;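 note: plate controls were vehicle with enzyme for no effect and no enzyme for full effect; many of its hits are not listed in these tables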
PolyA inh – inhibitors of polyadenylation in S. cerevisiae; S. cerevisiae SKY197-pL101 polyadenylation reporter, beta-gal luminescence; efflux-impaired pdr1/pdr3 knockout yeast; score 100 = 6 SD above DMSO; calls only at 12 µM; 300,000 compounds, 0.02% hits;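 active = lowest replicate activity score at least 50, where 100 means six control SD above control mean; inconclusive = lowest score under 50 but half or more replicates reach 50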;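 note: yeast exposed to compound for 9 h at 30 °C; higher score means more reporter readthrough which indicates perturbed polyadenylation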
hERG rescue – hERG (human) protection from proarrhythmic block | CHO-hERG, FluxOR thallium flux, dofetilide IC70 present | 310,000 compounds, 0.51% hits | activation (rescue from dofetilide block), less the hit threshold, % at 10 µM;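 active = activation above the mean of controls blocked by dofetilide plus 5 SD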;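 note: thallium influx through hERG after potassium depolarization seen as dye fluorescence rise; in these data hits start at about 4.7%; inactives centre near -7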
GSK3A inh – human GSK-3 alpha kinase inhibition. ADP-Glo luminescence, 60 min. inhibition, % at 10 µM. 320,000 compounds, 0.1% hits;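 in the data active = inhibition above about 50%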;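 note: GST-tagged GSK-3 alpha with peptide substrate and 25 µM ATP; 0% = DMSO neutral wells and 100% = GW8510 positive control wells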
Active calls of the source: *; i = inactive; ? = inconclusive; nt = no result given. The list is partial, so the mix of outcomes need not match the whole.

SMILES | KCNK9 block | KCNK3 block | KCNQ1 block | GSK3beta inhib | HDAC3 inhib | RGS4 act | KCNQ1 pot | DYRK1A inh | PolyA inh | hERG rescue | GSK3A inh
CCOC(=O)C(O)(NC(=O)c1cccnc1)C(F)(F)F (centres undefined) | i | i | i | 0 | 42* | i | i | 0 | nt | -3 | -1
O=[N+]([O-])c1cc(Br)c(O)c(C=Nc2ccc(N3CCOCC3)cc2)c1 | i | i | 11* | 2 | 3 | i | i | -6 | i | -14 | 0
Cc1nnc(SCC(=O)Nc2sc3c(c2C(=O)c2ccccc2)CCCC3)s1 | i | i | i | -1 | 0 | i | i | 2 | i | -8 | 1
Cc1ccc(Nc2c(-c3ccc(N4CCOCC4)cc3)nc3ncccn23)c(C)c1 | i | i | i | 5 | 15 | i | i | -1 | i | -16 | 0
CCC(C(=O)Nc1ncc(C)s1)c1ccccc1 (centres undefined) | i | i | i | 0 | 0 | i | i | -3 | i | -14 | 2
O=C(c1ccco1)N1CCN(S(=O)(=O)c2ccc([N+](=O)[O-])cc2)CC1 | i | i | i | -2 | 7 | i | i | 6 | i | 0 | -1
CN1CCCCCC1=Nc1ccccc1C#N | i | i | i | 0 | 6 | i | i | 1 | i | -5 | -1
O=C(NC1(C(F)(F)F)Oc2ccccc2O1)N1CCCC1 | i | i | i | -2 | 5 | i | i | 1 | i | -2 | -3
O=[N+]([O-])c1ccc(N2CCCC2)cc1NC(c1ccccc1)c1ccccc1 | i | i | i | -1 | -9 | i | i | 1 | i | -14 | -3
COc1ccccc1OCC(=O)Nc1nnc(-c2ccco2)s1 | i | i | i | 0 | nt | i | i | -4 | i | -4 | nt
Cc1cccc(C(=O)NCc2nnc(SCC(=O)NC(C)c3ccccc3)n2C)c1 (centres undefined) | i | i | i | 8 | -3 | i | i | -1 | i | -1 | -2
O=C(CN(Cc1ccc(F)cc1)C(=O)c1csnn1)NCc1ccccc1 | i | i | i | -2 | -3 | i | i | -7 | i | -6 | -2
CN(C)S(=O)(=O)Oc1ccsc1C(=O)Nc1ccccc1Cl | i | i | i | 4 | ? | i | i | 12 | i | -10 | 4
CC1(C)Cc2c(c(N3CCOCC3)nc3sc4c(NCCN5CCOCC5)nnnc4c23)CS1 | i | i | i | -4 | 2 | i | i | 2 | i | -4 | -6
Cc1ccc(C(=O)N(Cc2cccs2)C2CCS(=O)(=O)C2)cc1 (centres undefined) | i | i | i | 2 | -1 | i | i | 2 | i | -7 | -2
COc1ccc(NC(=O)CC2C(=O)N(C)C(=S)N2CCc2ccc(F)cc2)cc1 (centres undefined) | i | i | i | 0 | 10 | i | i | nt | i | -8 | 1
O=C(Nc1scc(-c2cccs2)c1C(=O)O)c1cccs1 | i | i | i | 9 | 1 | i | i | -2 | i | -3 | -1
CCOC(=O)Nc1ccc(NS(=O)(=O)c2ccc(C)cc2)cc1 | i | i | i | 9 | -5 | i | i | 2 | i | -17 | -1
O=S(=O)(NCCS(=O)(=O)N1CCN(c2ccccc2)CC1)c1ccc(F)cc1 | i | i | i | 0 | 0 | i | i | 6 | i | -13 | 0
CCCC(=O)Nc1nc(C)c(-c2csc(Nc3cc(OC)ccc3OC)n2)s1 | -17* | i | i | 2 | 6 | i | i | -41 | i | -13 | 1
Cc1ccc2cccc(SCC(=O)Nc3ccc(F)cc3)c2n1 | i | i | i | 0 | -17 | i | i | 2 | i | -6 | -3
COc1ccc(Cl)cc1NC(=O)C1CCN(C(=O)C2CC(=O)N(c3ccc(C)cc3)C2)CC1 (centres undefined) | i | i | i | 2 | 0 | i | i | -2 | i | -8 | -1
O=C1c2ccccc2C(=O)N1COc1ccc(S(=O)(=O)N2CCOCC2)cc1[N+](=O)[O-] | i | i | i | -2 | -2 | i | i | 0 | i | -5 | -1
CC(=O)N1CCC(C(=O)OCc2ccc(Cl)cc2)(c2ccccc2)CC1 | i | i | i | 0 | 1 | i | i | 0 | i | -8 | -1
Cc1cc(Cl)ccc1NC(=S)NCc1ccc(F)cc1 | i | i | i | -1 | -1 | i | i | -1 | i | -1 | 8
Cc1cc(C(=O)OCC(=O)N2CCc3ccccc32)c(C)o1 | i | i | i | 1 | 3 | i | i | -3 | i | -8 | -1
COc1ccc(-n2c(=O)cc(N3CCc4ccccc43)[nH]c2=O)cc1 | i | i | i | -3 | 0 | i | i | -6 | i | -4 | -1
CCc1ccccc1N(C(=O)c1ccco1)C(C(=O)NC1CCCC1)c1cccnc1 (centres undefined) | i | i | i | nt | 0 | i | i | -1 | i | -11 | 0
Cc1ccc(OCc2ccccc2Br)c([N+](=O)[O-])n1 | i | i | i | nt | 1 | i | i | -3 | i | -12 | -1
CCN(CC(O)COCc1ccc(Cl)cc1)C1CCCCC1 (centres undefined) | i | i | i | -2 | 6 | i | i | 1 | i | -12 | -1

Individual results from the list.
HDAC3 inhib with Cc1ccc2cccc(SCC(=O)Nc3ccc(F)cc3)c2n1 : -17
DYRK1A inh with Cc1ccc(OCc2ccccc2Br)c([N+](=O)[O-])n1 : -3
GSK3A inh with COc1ccc(-n2c(=O)cc(N3CCc4ccccc43)[nH]c2=O)cc1 : -1
GSK3beta inhib with CCN(CC(O)COCc1ccc(Cl)cc1)C1CCCCC1 (centres undefined) : -2

More entries.
SMILES | KCNK9 block | KCNK3 block | KCNQ1 block | GSK3beta inhib | HDAC3 inhib | RGS4 act | KCNQ1 pot | DYRK1A inh | PolyA inh | hERG rescue | GSK3A inh
COc1cccc(NC(=O)CSc2nc3c(c(=O)n2C)SC(C)C3)c1 (centres undefined) | i | i | i | -2 | 5 | i | i | 5 | i | -12 | 0
CCOC(=O)N1CCN(Cc2nc3cc(NC(=O)c4cccs4)ccc3n2C)CC1 | i | i | i | -3 | nt | i | i | -2 | i | -10 | -3
CCOC(=O)c1c(C)[nH]c(C(=O)COC(=O)CNC(=O)c2ccc(Cl)cc2)c1C | i | i | i | 0 | -1 | i | i | -8 | i | -3 | 1
COc1ccc(C(=S)N2CCOCC2)cc1OC(=O)c1cc([N+](=O)[O-])c(C)c([N+](=O)[O-])c1 | i | i | i | 0 | -5 | i | i | 4 | i | -10 | -7
O=C(CSc1ccc(Cl)cc1)N1N=CCC1c1ccccc1 (centres undefined) | i | i | i | 0 | -4 | i | i | 1 | i | -7 | 1
C=CCNC(=O)c1csc(-c2ccccc2)n1 | i | i | i | 3 | -3 | i | i | -2 | i | -9 | 10
Cc1cc(C)c(S(=O)(=O)NCc2ccc3c(c2)OCO3)c(C)c1 | i | i | i | -1 | 8 | i | i | 3 | i | -6 | 5
COc1cc(CN2CCN(C(=O)c3cccc4ccccc34)CC2)cc(OC)c1OC | i | i | i | 2 | -5 | i | i | nt | i | -7 | -9
COc1ccccc1Sc1nc(-c2ccccc2)ncc1OC | i | i | i | 3 | -10 | i | i | 10 | i | -20 | -3
CCOc1ccccc1NC(=O)C(=O)CC(=O)c1cccc(OC)c1 | i | i | i | -1 | 0 | i | 16* | -2 | i | 12* | -2

Profiles from above. Screens in order: KCNK9 block	KCNK3 block	KCNQ1 block	GSK3beta inhib	HDAC3 inhib	RGS4 act	KCNQ1 pot	DYRK1A inh	PolyA inh	hERG rescue	GSK3A inh
`Cc1ccc(OCc2ccccc2Br)c([N+](=O)[O-])n1` across the screens: i	i	i	nt	1	i	i	-3	i	-12	-1
`CCc1ccccc1N(C(=O)c1ccco1)C(C(=O)NC1CCCC1)c1cccnc1` (centres undefined) across the screens: i	i	i	nt	0	i	i	-1	i	-11	0
`Cc1cc(C(=O)OCC(=O)N2CCc3ccccc32)c(C)o1` across the screens: i	i	i	1	3	i	i	-3	i	-8	-1
`Cc1ccc(Nc2c(-c3ccc(N4CCOCC4)cc3)nc3ncccn23)c(C)c1` across the screens: i	i	i	5	15	i	i	-1	i	-16	0
`COc1ccccc1Sc1nc(-c2ccccc2)ncc1OC` across the screens: i	i	i	3	-10	i	i	10	i	-20	-3

The list goes on:
SMILES | KCNK9 block | KCNK3 block | KCNQ1 block | GSK3beta inhib | HDAC3 inhib | RGS4 act | KCNQ1 pot | DYRK1A inh | PolyA inh | hERG rescue | GSK3A inh
COCCCn1c(SCC(=O)Nc2cccc(C(=O)OC)c2)nnc1-c1ccncc1 | i | i | i | 2 | -2 | i | i | -1 | i | -13 | 2
CC(=O)Nc1ccccc1OCC(=O)NC(C)c1ccc(F)cc1 (centres undefined) | i | i | i | 1 | 3 | i | i | -6 | i | -8 | -1
CCS(=O)(=O)Nc1ccc(C2=NN(C(=S)Nc3ccccc3)C(c3ccco3)C2)cc1 (centres undefined) | i | i | i | -2 | -1 | i | i | -2 | i | -8 | -1
CCCCOc1ccc(CNn2c(C)nc3ccccc3c2=O)cc1 | i | i | i | 2 | 2 | i | i | -2 | i | 0 | 12
COc1ccc(NC(=O)CCN2CCCCCC2)c(OC)c1 | i | i | i | -1 | -4 | i | i | 10 | i | -10 | 1
O=S(=O)(Nc1ccncc1)c1ccccc1 | i | i | i | -1 | 1 | i | i | -1 | i | -1 | -2
O=C(Nc1ccccc1)Nc1ccc(F)c([N+](=O)[O-])c1 | i | i | i | 2 | 0 | i | i | 15 | i | -14 | -2
O=C(NC(=S)NCCc1ccccc1)c1ccco1 | i | i | i | -2 | 1 | i | i | -1 | i | -3 | -1
Cc1noc(C)c1S(=O)(=O)N1CCC(C(=O)N2CCC(N3CCCCC3)CC2)CC1 | i | i | i | 0 | -3 | i | i | 6 | i | -7 | 1
CC(NC(=O)c1cccc(OC2CCN(C(=O)C3CC3)CC2)c1)c1ccc(F)cc1 (centres undefined) | i | i | i | 3 | -19 | i | i | -3 | i | -13 | -1
O=C(NCc1ccccc1)c1ccccc1OCC(=O)N1CCCCC1 | i | i | i | -7 | -7 | i | i | nt | i | -11 | -1
CCOc1cccc(/C(O)=C2/C(=O)C(=O)N(CCN3CCOCC3)C2c2cccnc2)c1 (centres undefined) | i | i | i | 1 | 0 | i | i | 1 | i | 3 | -3
c1ccc(-c2cnc(-c3ccccc3)nc2)cc1 | i | i | i | 1 | -3 | i | i | 0 | i | -4 | -1
CC1(C)N=C(/C=N/O)C=[N+]1[O-] | i | i | i | 0 | -2 | i | i | 10 | i | -4 | 0
CCSc1ccc([C@@H]2[C@@H]3C(=O)N(CC)C(=O)[C@@H]3[C@]3(C(=O)OC)CCCCN23)cc1 | i | i | i | 0 | 9 | i | i | 6 | i | -6 | -1
